# MC4R barr agon: human MC4R agonism via beta-arrestin; P32245; U2OS MC4R beta-arrestin complementation, luminescence; percent of melanotan II response, DMSO zero; activation, % at 8.9 µM; 360,000 tested, 0.98% active; AID 540308;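 active = activation above a per-plate cutoff, the mean activation of sample wells on that plate plus 3 SD, cut at about 8% in these data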
# PDI turbidity: inhibitors of human protein disulfide isomerase; P07237; PDI insulin aggregation turbidity, A650, 90 min; inhibition, % at 10 µM; 350,000 tested, 0.052% active;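 active = mean inhibition across replicates of 30% or more, whatever share of single replicates reach that level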;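 also: absorbance from insulin aggregation driven by PDI reduction with DTT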
# Glyco luc inh: N-linked glycosylation inhibition; D54 ERlucT glycosylation luciferase reporter, 24 h; percent of 100 nM tunicamycin response; 360,000 tested, 0.23% active; reporter increase, % at 12.5 µM;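 active = mean luciferase reporter signal, scaled so untreated is 0 and the glycosylation-blocking control 100, at or above a set limit in every replicate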;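 also: luciferase carries N-glycosylation sites so blocking glycosylation raises the light; 0% = median of neutral control wells and 100% = median of 100 nM tunicamycin wells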
# MC4R antag cAMP: human MC4R antagonism in cAMP assay; P32245; MC4R-expressing cells, MTII-stimulated cAMP, LANCE TR-FRET; inhibition, % at 6.5 µM; 360,000 tested, 0.48% active; AID 540295;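 active = inhibition above its plate's cutoff, the mean of tested wells on that plate plus 3 SD, cut at about 29% in these data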;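 also: 0% = Melanotan II alone and 100% = Melanotan II plus saturating MCL0020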
#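 Assay system: U2OS-MC4R stable cell line; Also added: Melanotan II; Technique: Eu-cAMP/anti-cAMP TR-FRET, emission 671 nm; Times: 30-min compound, 1-h challenge, 1-h detection, room temperature.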
# ABHD5-PLIN5 inh: inhibitors of human ABHD5-perilipin-5 interaction; Split G. princeps luciferase complementation, luminescence, 4 h; inhibition, % at 4 µM; 360,000 tested, 0.78% active; AID 602281;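 active = inhibition above the mean inhibition across every tested compound plus 3 SD, cut at about 22% in these data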;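 also: 0% = DMSO only wells and the 100% control is not disclosed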
# Exocytosis inh: blocks lytic granule exocytosis. TALL-104 LAMP-1 surface exposure, flow cytometry; cells stimulated with thapsigargin and PMA. inhibition, % at 10 µM. 360,000 tested, 0.66% active;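 active = inhibition above about 55%, limit read from the data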
# H9c2 protect: protects H9c2 cardiomyocytes from peroxide injury; 360,000 tested, 0.63% active; protection from H2O2 cell death, % at 20 µM; H2O2 injury protection, ATPLite, 2 h;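 active = compounds giving at least 50% protection of heart cells from peroxide-induced death in the single-dose screen, raw or plate-pattern-corrected value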;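 also: 0% = DMSO wells with peroxide and 100% = DMSO wells without peroxide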
# CaV13 ICDI inh: Disruptors of the CACNA1D IQ motif to Ca2+-dependent inactivation inhibitor domain association, primary screening, Förster resonance energy transfer in intact living …. HEK cells, CFP/YFP FRET ICDI-IQ, plate reader, 10 min; percent FRET-ratio fall versus neutral wells. inhibition, % at 12.3 µM. 340,000 tested, 0.098% active;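 active = mean replicate inhibition of at least 30% and at least 1% of replicates passing that level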;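 also: 0% = median of the neutral control wells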
# ABCB6 inh 2: inhibitors of human ABC transporter ABCB6. fluorescence ratio to DMSO, % at 10 µM. 360,000 tested, 0.19% active. K562-ABCB6 porphyrin accumulation, flow cytometry, 1 h; active compounds read low. Q9NP58;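 active = fluorescence ratio to DMSO below 75%, the collection mean minus 3 SD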;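 also: signal is porphyrin accumulated inside mitochondria; 100% equals median channel fluorescence of DMSO control wells; lower ratio means ABCB6 inhibition with less porphyrin fluorescence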
# Target sequence (Q9NP58 whole entry, looked up): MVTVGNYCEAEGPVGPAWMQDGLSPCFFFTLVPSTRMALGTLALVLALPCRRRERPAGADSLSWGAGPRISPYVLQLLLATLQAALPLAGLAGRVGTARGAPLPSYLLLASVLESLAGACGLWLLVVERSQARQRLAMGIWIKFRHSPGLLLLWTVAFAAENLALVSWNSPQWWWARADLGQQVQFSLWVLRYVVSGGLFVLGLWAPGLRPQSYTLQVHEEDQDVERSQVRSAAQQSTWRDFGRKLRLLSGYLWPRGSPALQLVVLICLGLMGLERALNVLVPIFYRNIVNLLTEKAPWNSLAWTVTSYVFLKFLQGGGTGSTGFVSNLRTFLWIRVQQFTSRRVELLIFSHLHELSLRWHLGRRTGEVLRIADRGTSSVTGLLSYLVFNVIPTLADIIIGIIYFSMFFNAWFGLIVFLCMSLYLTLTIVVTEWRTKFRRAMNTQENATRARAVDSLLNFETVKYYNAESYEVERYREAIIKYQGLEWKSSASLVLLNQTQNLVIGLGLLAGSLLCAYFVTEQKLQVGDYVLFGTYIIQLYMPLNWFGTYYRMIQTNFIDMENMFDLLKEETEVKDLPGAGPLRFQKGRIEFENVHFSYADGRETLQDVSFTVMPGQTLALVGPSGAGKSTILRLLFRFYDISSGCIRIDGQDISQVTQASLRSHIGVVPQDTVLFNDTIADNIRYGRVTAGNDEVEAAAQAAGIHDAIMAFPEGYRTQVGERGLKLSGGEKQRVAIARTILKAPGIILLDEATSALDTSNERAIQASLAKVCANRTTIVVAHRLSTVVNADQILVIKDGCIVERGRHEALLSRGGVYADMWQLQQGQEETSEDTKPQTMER
# m5-HT2A agonist: agonists of mouse serotonin 5-HT2A receptor (HTR2A); CHO-K1 mHTR2A beta-arrestin complementation, luminescence; percent of 30 µM serotonin response; AID 624169; P35363; 360,000 tested, 0.66% active; activation, % at 7.6 µM;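 active = activation above a run cutoff, the mean activation of all tested compounds plus 3 SD, cut at about 14% in these data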;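 also: 0% = plate median of compound wells and 100% = 30 µM serotonin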
# The depositor's hits bear a star; . = no result given.
smiles,MC4R barr agon,PDI turbidity,Glyco luc inh,MC4R antag cAMP,ABHD5-PLIN5 inh,Exocytosis inh,H9c2 protect,CaV13 ICDI inh,ABCB6 inh 2,m5-HT2A agonist
CC(=O)N1CCN(S(=O)(=O)c2ccc(C)c([N+](=O)[O-])c2)C1C(C)C (centres undefined),-1.8,-1,-1,3,-2,3,-1,-5,95,0
COc1ccc(Cl)cc1N=Cc1c(O)c2ccccc2oc1=O,0.8,1,2,4,-5,-8,-6,-22,101,4
C#CCOCCOCCOCCNc1nc(N2CCN(C(=O)[C@H]([C@@H](C)O)n3cc(CCCCN)nn3)CC2)nc(N2CCN(C(=O)[C@H](CCCCN)n3cc(CC(C)O)nn3)CC2)n1 (some centres undefined),0.1,-10,2,-4,-1,-5,0,-9,95,-3
COc1cccc(/C=N/NC(=O)c2csc(-n3nc(C)cc3C(F)(F)F)n2)c1,-1.9,-2,1,-2,-4,-4,10,-5,103,2
CC(C)(C)c1ccc(S(=O)(=O)NCCOCC(F)(F)C(F)F)cc1,13*,-3,-3,-4,7,1,-10,-9,96,8
Nc1cccc(CN2CCCC2)c1,0.8,-2,0,17,3,0,11,-1,105,-2
CNC(=S)NNC(=O)c1cccn(Cc2ccccc2)c1=O,1.7,-10,1,10,-4,-4,2,-7,100,3
CNC(=O)c1sccc1SCc1ccc(Cl)cc1Cl,1.8,0,-3,-1,-4,1,-6,-5,106,0
COCCN(Cc1nc(-c2ccc(C(F)(F)F)cc2)no1)C(C)C,-0.9,-7,1,8,-1,2,-11,-4,104,1
Cc1ccc(-n2nc3c(=O)n(CC(=O)NCc4ccccc4)nc(C)c3c2C)cc1,-0.4,2,0,9,1,21,0,-7,99,0
C[C@@H](NC(=O)c1nc[nH]c1C(=O)N(C)Cc1ccccc1)c1ccccc1,-1.6,9,2,4,1,-1,0,-10,98,1
O=C(NN=C1CCCC1)c1ccccc1OCCOc1ccccc1,-2.8,2,1,-1,2,-2,5,-2,101,-1
NS(=O)(=O)c1cccc(NC(=O)COC(=O)/C=C/c2ccco2)c1,0.2,-8,2,-5,10,-13,-10,-3,99,2
CCCCn1c(=O)[nH]c(=O)c2c1nc(-c1ccc([N+](=O)[O-])cc1)n2CC,-0.7,-11,3,17,5,-2,2,-3,94,-6
Cc1cc(Br)c(NC(=O)C(C)Sc2nnnn2C)c(Br)c1 (centres undefined),-1.0,9,0,2,-3,2,6,-7,97,5
O=C(CNC(=O)c1ccc2c(c1)OCCO2)N=Nc1c(O)[nH]c2ccccc12,0.2,0,4,-1,0,15,5,-1,100,-6
CCOCCOC(=O)C1=C(C)NC(=O)NC1c1ccc2c(c1)OCO2 (centres undefined),0.2,-1,-1,4,-2,-3,2,-11,99,5
CC(C)CN1CCC(C(=O)NCC2CCCO2)CC1 (centres undefined),2.2,-1,1,7,0,-3,3,.,107,-2
COc1cccc(NC(=O)CN(C)C(=O)c2ccc(-n3cncn3)c([N+](=O)[O-])c2)c1,-1.4,-2,1,1,-2,-4,-1,-2,91,3
CNC(=S)NNc1nc(-c2ccccc2)c2cc(Cl)ccc2n1,-2.5,13,-4,6,-4,-2,-2,-5,96,-2
CCC1=NN2C(=N)/C(=C\c3ccc(OCc4cc(=O)n5nc(CC)sc5n4)c(OC)c3)C(=O)N=C2S1,-0.1,7,-1,1,-4,-1,13,-2,104,2
COc1cccc(C(=O)Nc2cnc(NC(=O)c3ccco3)cc2C)c1,-2.0,3,0,4,0,-1,-2,-2,89,1
O=C(CN1C(=O)S/C(=C\c2ccccc2)C1=O)NC1CCS(=O)(=O)C1 (centres undefined),-3.3,1,0,15,-3,-2,-2,-7,96,-8
Cc1cc2nccc(-c3ccco3)n2n1,-3.6,-6,-3,3,-4,4,11,-8,103,-1
CN(C(=O)CSc1nc2sc3c(c2c(=O)n1C)CCC3)C1CCS(=O)(=O)C1 (centres undefined),-1.0,-5,-1,13,7,23,-11,-2,101,-1
CCCNC(=O)c1cccc(NC(=O)C(C)C)c1,-3.9,-1,2,19,0,1,-2,4,92,0
COc1ccc(NS(=O)(=O)c2cc(NC(=O)c3cnc(C)cn3)ccc2N2CCCCC2)cc1,-1.1,1,-6,7,-4,12,-7,-19,99,-6
CS(=O)(=O)N(CC(=O)NCC1CCCO1)c1cccc([N+](=O)[O-])c1 (centres undefined),-2.7,-1,1,4,-5,-2,0,-5,97,0
CCCCn1c(N)c(N(CC(C)C)C(=O)c2cc(-c3ccc(OC)c(OC)c3)nc3ccccc23)c(=O)[nH]c1=O,3.9,-6,-2,6,11,3,13,-2,105,-2
Cc1cnc(NC(=O)c2cccc(S(=O)(=O)N3CCOCC3)c2)s1,-0.8,2,-2,1,4,4,0,-2,97,0
CN(C(=O)CSc1nnc(-c2ccc(Cl)cc2)n1CC1CCCO1)C1CCS(=O)(=O)C1 (centres undefined),-2.3,-1,0,-4,-10,2,1,1,94,1
CN(CC(=O)Nc1ccccc1Cl)C(=O)CCSc1ccc(F)cc1,-2.6,-2,1,3,-5,1,-1,-2,97,-5
Cc1ccc(C(=O)N2CCCC(c3ccccc3)=N2)cc1,-1.4,4,1,-2,-8,0,-6,-4,110,-7
Cc1ccc(S(=O)(=O)NCC(c2ccc3c(c2)OCO3)N2CCN(c3ccccc3)CC2)cc1 (centres undefined),-1.4,1,-7,5,-3,0,-8,-3,100,9
CCN(CC(=O)Nc1ccccc1Br)Cc1nc2ccccc2c(=O)[nH]1,0.1,-5,1,6,0,-1,9,-6,96,1
CCOC(=O)C(=O)C1=CN(Cc2ccccc2)C=C(C#N)C1,-0.1,-1,1,20,15,3,5,-1,104,-4
Cn1cnnc1SCC(=O)NC(=O)NCc1ccccc1,-3.2,0,0,-7,9,-11,4,-2,100,5
O=C(CCN1CCN(c2ccccc2)CC1)Nc1ccccc1,1.3,5,0,14,-6,-3,-2,-5,102,-7
O=C(NCc1ccc(OC(F)(F)F)cc1)C1CC(c2c(Cl)cccc2Cl)=NO1 (centres undefined),2.1,6,0,11,1,-4,-2,-11,97,-1
O=[N+]([O-])c1ccc(Oc2ncccn2)cc1,-0.9,-15,0,3,5,-7,-3,-5,96,3
CCOC(=O)N1CCN(C(=O)CSc2nnc(-c3cccs3)o2)CC1,-0.7,.,0,-7,3,2,-2,-2,101,1
CC(=O)Nc1ccc(S(=O)(=O)N2CCN(S(=O)(=O)c3ccc(NC(C)=O)cc3)CC2)cc1,-1.5,-5,1,15,0,-7,-6,-5,96,4
Cc1ccc(C(=O)Nc2ccc(N3CCN(C(=O)c4cccs4)CC3)cc2)c(Cl)c1,-1.9,-16,-7,-1,-1,7,2,-7,93,-2
O=C(Nc1nccs1)c1cn(-c2ccccc2)nc1-c1ccccc1,-1.4,-1,4,-6,2,-1,23,0,89,0
Cc1csc(SCC(=O)NC(=O)c2ccccc2)n1,-0.7,2,2,11,5,0,17,-7,99,0

# Random excerpt: two entries already listed, in no set order.
smiles,MC4R barr agon,PDI turbidity,Glyco luc inh,MC4R antag cAMP,ABHD5-PLIN5 inh,Exocytosis inh,H9c2 protect,CaV13 ICDI inh,ABCB6 inh 2,m5-HT2A agonist
Cc1ccc(C(=O)Nc2ccc(N3CCN(C(=O)c4cccs4)CC3)cc2)c(Cl)c1,-1.9,-16,-7,-1,-1,7,2,-7,93,-2
Cc1csc(SCC(=O)NC(=O)c2ccccc2)n1,-0.7,2,2,11,5,0,17,-7,99,0

# Going on with the list.
smiles,MC4R barr agon,PDI turbidity,Glyco luc inh,MC4R antag cAMP,ABHD5-PLIN5 inh,Exocytosis inh,H9c2 protect,CaV13 ICDI inh,ABCB6 inh 2,m5-HT2A agonist
Nn1c(SCc2cn3cc(Cl)ccc3n2)nnc1-c1ccncc1,-1.1,0,8,2,-8,0,10,-10,92,3
CCCCc1ccc(S(=O)(=O)Nc2cc(C)on2)cc1,1.3,-6,2,11,-8,-2,-3,-9,104,4
CCOC(=O)C1(Cc2ccccc2)CCN(Cc2cc(OC)c3c(c2)OCO3)CC1,-0.9,-1,-4,1,2,60*,-3,10,103,-4
Cc1cc(C)nc(SCC(=O)Nc2nccs2)n1,0.7,7,1,11,-6,-6,2,-3,92,3
Cc1ccc(S(=O)(=O)N2C(=O)CCC2C(=O)Nn2cnnc2)cc1 (centres undefined),-0.4,-1,4,-4,0,0,3,-9,102,7
CC(C(=O)Nc1ccccc1)C(=O)Nc1ccccc1,0.4,-1,1,1,8,8,1,-20,96,5
CC1CCN(CC(=O)N2c3ccccc3CCc3ccccc32)CC1,-1.5,5,-3,3,2,6,1,-6,100,-1
CC1CCCCN1Cc1ccc(N(C)C)cc1 (centres undefined),-0.1,10,3,5,0,4,7,-10,95,0
CCOC(=O)N1CCN(CC(=O)Nc2ccc(C)c(Br)c2)CC1,-0.5,3,2,4,-3,-1,4,-5,90,-3
O=C(/C=C/c1ccc(OCCCF)cc1)N1CCOCC1,-1.0,-2,-1,6,-8,-2,1,-7,98,-1
Cc1ccc(-c2cc(-c3nnc(SCC(=O)N(C)CCC#N)n3N)c3ccccc3n2)cc1,-3.0,4,2,3,1,-3,1,-4,98,-3
Cn1cc([N+](=O)[O-])c(C(=O)Nc2ccc(C(=O)N3CCCCC3)cc2)n1,-1.0,-3,-3,9,3,2,8,-5,102,2
COc1ccccc1NS(=O)(=O)c1cc(NC(=O)c2ccncc2)ccc1N1CCOCC1,-0.1,-1,-2,-3,5,-7,10,-6,105,-2
NC(=O)c1cc(S(=O)(=O)NCc2ccc(Br)cc2)cs1,0.9,0,0,4,-3,1,1,4,94,2
Cc1ccc(C(=O)Nc2ncn[nH]2)cc1,0.3,3,2,15,-3,5,6,-19,97,-2
O=C(CN1CCN(c2cnn(-c3ccccc3)c(=O)c2Cl)CC1)NC1CCS(=O)(=O)C1 (centres undefined),-3.9,-1,2,3,-5,0,5,-6,98,-3
Cc1cc(-n2c(C)cc(C(=O)CN3C(=O)C(=O)N(C)C3=O)c2C)no1,2.2,2,4,9,9,-1,1,-3,88,-2
Cc1ccc2cc(CN(Cc3cccs3)Cc3nnnn3CC3CCCO3)c(=O)[nH]c2c1 (centres undefined),0.6,9,2,8,6,5,9,-7,99,0
CC(/C=N/NC(=O)c1cc(C(C)C)[nH]n1)=C\c1ccccc1,2.2,0,0,1,7,-3,0,-13,102,-7
COc1ccc(-c2c(-c3ccc(O)cc3O)n[nH]c2C)cc1OC,-1.6,15,9,-4,7,-4,10,.,98,1
CC1C=CCC2C(=O)N(c3cccc(C(=O)Nc4ccc(F)cc4)c3)C(=O)C12 (centres undefined),-2.1,7,0,3,0,3,1,.,96,-9
O=C(Nc1ccc(S(=O)(=O)NC2=NCCCCC2)cc1)c1ccc([N+](=O)[O-])s1,0.7,0,-11,9,-11,-2,-16,-4,108,-3
COC(=O)C[C@@H]1OC[C@H](Cc2ccccc2)N1S(=O)(=O)c1ccc(C)cc1,.,.,.,.,-2,-3,.,-15,.,6
